RGS12 GoLoco inh – inhibitors of human Gai1-RGS12 GoLoco interaction (red fluorophore); P63096; 0.44% of 230,000 active; AID 880; Potency, µM (series often up to 61.6 µM), inactives show top-dose activity, negative = inhibition, usual class: inhibitors; Gai1:RGS12 GoLoco peptide FP, rhodamine, 10 min; active = well fitted inhibition curve with a large enough effect, not every such curve was filed as active; inactive = no such curve, though single readings can be large or run the other way; also: % is scaled to controls: 0 for no effect and ±100 for the full control effect; nearly all actives have a fitted effect of over 30% in size; many of its hits are not listed in these tables
Target sequence (P63096 whole entry, looked up): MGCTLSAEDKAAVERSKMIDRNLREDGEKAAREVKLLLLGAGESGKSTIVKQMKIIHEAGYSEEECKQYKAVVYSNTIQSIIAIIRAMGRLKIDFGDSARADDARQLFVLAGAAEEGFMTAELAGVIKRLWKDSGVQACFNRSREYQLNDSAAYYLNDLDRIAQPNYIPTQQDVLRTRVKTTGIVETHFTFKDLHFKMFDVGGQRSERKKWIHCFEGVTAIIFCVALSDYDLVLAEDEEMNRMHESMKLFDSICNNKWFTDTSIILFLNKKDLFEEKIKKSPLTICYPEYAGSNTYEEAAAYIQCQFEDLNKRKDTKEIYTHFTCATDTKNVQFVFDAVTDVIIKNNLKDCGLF
HTT ATP protect – Huntington cell model cytoprotection by ATP luminescence; Potency, µM (top dose mostly 56.4 µM), inactives show cytoprotection (ATP increase), actives largely listed as activators; 0.14% of 230,000 active; PC12 HTT-Q103 induced, cytoprotection, ATP luminescence, 40 h;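 also: % of control where 0% means no effect; nearly all actives have a fitted effect of over 45% in size; toxic huntingtin expression switched on by the ecdysone agonist tebufenozide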
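Compounds were screened for protection of PC12 cells against cell death after tebufenozide induction (100 nM final) of mutant Huntingtin exon 1 (Q103) fused to GFP.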
aGlu spleen mod – lysosomal alpha-glucosidase (human) modulation | P10253 | human spleen homogenate, 4-MU-alpha-glucoside fluorescence | Potency, µM (titrated, usually from 79.9 µM), without a hit: at the top dose activity change, negative = inhibition, most hits filed as inhibitors | 0.006% of 240,000 active | AID 2112;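 also: 0% = enzyme with vehicle and -100% = no enzyme basal signal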
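Compounds were titrated against alpha-glucosidase in spleen homogenate at pH 5.0, with 1 mM 4-methylumbelliferyl substrate for 40 min at 37 C. Reactions were quenched with pH 10 NaOH/glycine and fluorescence measured.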
IMPase Li cell – IMPase inhibition in cells with lithium potentiation; CHO-M1 cells, IP1 TR-FRET (IP-One), carbachol + lithium; Potency, µM (top dose mostly 59.4 µM), for the others: at the top dose activity, negative = IMPase inhibition, usual class: inhibitors; 0.35% of 210,000 active;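 also: IP1 builds up when IMPase is blocked and the TR-FRET signal falls; plate controls were basal vehicle for no effect and high inhibitor control for full effect; nearly all actives have a fitted effect of over 50% in size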
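CHO-M1, 2000 cells/well, 16–30 h culture; cpd + low Li+, 30 min 37C; lysis with d2-IP1/Eu-anti-IP1 Ab, 10 min RT; TR-FRET 665/620 ratio and 620 channel; AC50 via Hill.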
GAA glycogen mod – GAA glycogen-cleavage inhibition or activation; P10253; recombinant GAA, glycogen substrate, Amplex Red glucose oxidase fluorescence; Potency, µM (series often up to 76.4 µM), for the others: at the top dose activity change, negative = inhibition, most hits filed as inhibitors; 0.38% of 300,000 active; AID 2100;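 also: 0% = full enzyme reaction and -100% = no-enzyme basal signal; the screen sought inhibitors and activators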
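Recombinant human enzyme (4 nM); glycogen substrate; 37 C, 40 min, pH 5.0. Readout: coupled glucose oxidase/Amplex Red fluorescence.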
GAA inh – blocks human lysosomal alpha-glucosidase. P10253. purified human GAA, 4-MU-alpha-glucoside fluorescence. Potency, µM (highest dose often 76.9 µM), for inactives: at the top dose activity change, negative = inhibition, most hits filed as inhibitors. 0.005% of 200,000 active;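 also: plate controls were uninhibited enzyme wells for no effect and no-enzyme background for full effect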
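qHTS format, compound range up to 77 uM. Human lysosomal enzyme at 4 nM, 400 uM 4-MU glucoside substrate, pH 5.0, 20 min room temperature; fluorescence after alkaline stop gives activity normalized to controls.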
HttQ103 aggreg – mutant huntingtin aggregation inhibition | PC12 HttQ103-GFP aggregates, Acumen cytometry, 40 h | 1.1% of 220,000 active | Potency, µM (doses to about 46.1 µM), without a hit: at the top dose activity change, negative = inhibition, actives largely listed as inhibitors; also: % is scaled to controls: 0 for no effect and ±100 for the full control effect; nearly all actives have a fitted effect of over 60% in size
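PC12 cells stably carrying ecdysone-inducible HTT exon 1 Q103–GFP were induced with tebufenozide (100 nM final) and treated with library compounds in titration. GFP aggregates in lysates were counted by laser scanning cytometry.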
The depositor's hits bear a star; ? = inconclusive; nt = not tested or not shown; [ ] = another dose, or the depositor's remark. Unless noted, calls follow the shape of the dose curve; as a rule, active = well fitted curve in the direction sought with a large enough effect; inconclusive = small, poorly fitted or top-dose-only effect, or another doubt; inactive = no such curve, though single readings can be large; an effect the other way counts as inactive or inconclusive. Potency is read from the fitted curve at half-maximal effect.

SMILES | RGS12 GoLoco inh | HTT ATP protect | aGlu spleen mod | IMPase Li cell | GAA glycogen mod | GAA inh | HttQ103 aggreg
Cc1ccc(-c2nc3ncccc3o2)cc1NC(=O)CC(C)C | 7.8% | 15.6%[10 µM] | 7.0% | -10.1% | 4.2% | 9.1% | 18.0%
N#Cc1cccc(CSc2nnc(CCCO)n2-c2ccccc2)c1 | 4.3% | -21.4% | -8.3% | -15.3%[38.3 µM] | -12.5% | 1.7% | 22.5%
CCOC(=O)C(=CNc1ccc(C(F)(F)F)cc1Cl)C(=O)OCC | 5.2% | -6.7%[10 µM] | 6.4% | nt | -16.9% | -2.6%[15.4 µM] | -13.2%[9.22 µM]
Clc1ccc(-c2nnc(-c3ccc(Br)cc3)c(N3CCSCC3)n2)cc1 | 14.2% | -27.8% | -0.5% | -17.1%[38.3 µM] | 5.8% | -8.1% | 1.5%
CC1CCCCN1C(=O)Cn1c(=O)n(C2CCCCC2)c(=O)c2ccccc21 (centres undefined) | -0.4% | -11.8% | -2.0% | 6.8%[38.3 µM] | -6.5% | 0.7% | -15.5%
FC(F)(F)c1ccccc1-c1cc(NCc2ccccc2)ncn1 | 9.3% | -37.7%[inhibitor] | 7.6% | -4.6% | nt | nt | nt
CCOc1ccc(NS(=O)(=O)c2ccc(NS(=O)(=O)c3ccccc3)cc2)cc1 | 12.7% | -1.6%[10 µM] | 3.4% | 13.9%[38.3 µM] | 11.2% | -13.7% | -12.5%
C(=N\N1CCN(C2c3ccccc3-c3ccccc32)CC1)/c1ccncc1 | -2.1% | 3.6%[10 µM] | -5.1% | 9.2% | -9.5% | 2.5% | -21.7%
COc1ccc(O)c(C(=O)c2cnc3c(c2)CN(C)C(=O)N3)c1 | 10.2% | -51.7%[inhibitor] | -0.3% | 0.2% | -28.8% | 5.0% | -1.7%
CCOc1ccc(-n2c(SCC(=O)Nc3ccc4c(c3)OCCO4)nc3c(c2=O)SCC3)cc1 | 10.8% | -13.6% | -5.1% | -5.1%[38.3 µM] | 8.8% | -5.8% | -15.2%
O=C(COc1cc(Cl)c(Cl)cc1Cl)Nc1ccncc1 | -20.4% | -9.9%[10 µM] | -8.1% | 16.9%[38.3 µM] | -25.8% | -8.2% | 13.1%
COc1ccccc1-c1nn(Cc2ccccc2)cc1/C=C/C(=O)O | 5.8% | ? | 6.0% | nt | 1.1% | nt | -18.9%[9.22 µM]
COc1ccc(C(=O)N2CCCC(CCC(=O)NCc3ccc(F)c(F)c3)C2)o1 (centres undefined) | -6.8% | -25.0%[10 µM] | -4.9% | 1.4% | 13.6% | -5.9% | -6.0%[9.22 µM]
CSCCC(NS(=O)(=O)c1cccs1)C(=O)NCc1ccc(C)cc1 (centres undefined) | 7.6% | nt | 2.5% | 0.2% | -0.1% | -5.2% | -7.6%
Cc1ccc(CCNC(=O)CS(=O)Cc2nc(-c3cccs3)oc2C)cc1 (centres undefined) | -2.5% | -6.3%[10 µM] | 1.1% | nt | 7.4% | nt | 0.8%[9.22 µM]
Cc1ccc(CN(C)C(=O)c2ccc3c(c2)NC(=O)CS3)o1 | -13.9% | -16.4%[10 µM] | -4.3% | nt | 4.2% | nt | -1.8%[9.22 µM]
Cc1cc(/C=C(\C#N)C(=O)NCc2ccco2)c(C)n1-c1ccc(C(=O)O)cc1 | -5.1% | 3.8%[10 µM] | 11.3% | 3.1% | -6.1% | ? | -13.5%[9.22 µM]
CCOc1ccc(NC(=O)COc2ccc(OC)cc2)cc1 | -0.9% | ? | -9.2% | -10.3% | -13.2% | -2.7% | 2.4%
S=C(Nc1ccc(Nc2ccccc2)cc1)NN1CCOCC1 | -1.5% | 24.0%[10 µM] | 1.8% | nt | ? | nt | 3.4%[9.22 µM]
COc1ccccc1CNC(=O)CCCn1c(=O)c2ccccc2n(CC(=O)NC2CCCC2)c1=O | 4.8% | -36.6% | -5.4% | -18.6%[38.3 µM] | 4.2% | 6.9% | 9.8%
CC(=O)Nc1cccc(C(=O)/C=C/c2ccc(C)cc2)c1 | -8.2% | 4.7%[10 µM] | 6.0% | 10.3% | -4.8% | -14.0% | 7.1%
Oc1ccc2c(c1)OC(c1ccc(O)c(O)c1)C(O)C2 (centres undefined) | -19.8% | nt | -4.4% | 7.5% | nt | nt | nt
CCC(=O)Nc1ccc2nc(C)n(Cc3ccccc3Cl)c(=O)c2c1 | 21.7% | -2.1%[10 µM] | -0.6% | -1.3% | 2.9% | -2.1% | 7.3%
Cc1ccc(NC(=O)COC(=O)c2cc(Cl)ccc2[N+](=O)[O-])cc1 | 2.6% | 20.0%[10 µM] | 0.3% | 2.2% | 2.5% | 1.3% | 12.8%
CCCc1ccc(OCC(O)CN2CCN(c3ccccc3)CC2)cc1 (centres undefined) | 5.1% | -9.6% | -5.1% | -8.8%[38.3 µM] | -10.0% | -9.6% | 7.7%[9.22 µM]
Cc1ccc(N2C(=O)C3C4C=CC(CNC(=S)Nc5cccc(Cl)c5)(O4)C3C2=O)cc1 (centres undefined) | -19.3% | 23.5%[10 µM] | 1.3% | 2.6% | -0.6% | -7.2% | 8.0%
CCCCN(Cc1cc2ccccc2[nH]c1=O)C(=O)c1ccccn1 | 7.5% | 4.1% | -0.1% | -6.3%[38.3 µM] | ? | 1.4% | 0.2%[9.22 µM]
Cc1nc2ccc(S(=O)(=O)NC(C(=O)NCc3ccco3)C(C)C)cc2s1 (centres undefined) | -6.2% | -1.8% | -0.9% | 19.9%[38.3 µM] | 3.8% | 3.4% | -0.9%
CCOCC(=O)Nc1ncc(S(=O)(=O)c2ccc([N+](=O)[O-])cc2)s1 | 9.4% | 3.1% | -10.8% | 11.9% | -2.1% | -3.1% | 17.5%[9.22 µM]
CCCCOC(=O)c1cccc(NC(=O)CC)c1 | -2.1% | 21.0%[10 µM] | 0.8% | 1.4% | 3.1% | -1.5% | 5.1%
CSc1ncccc1C(=O)OCC(=O)Nc1ccc(S(=O)(=O)N2CCCC2)cc1 | 5.6% | nt | -4.2% | 0.8% | -12.5% | ? | 12.3%
Cc1ccc(C(=O)NC(=S)Nc2ccccc2C(F)(F)F)cc1 | nt | -7.6% | -12.3% | nt | -11.9% | 8.1% | -5.9%
N#Cc1cccc(NC(=O)CSc2n[nH]c(=O)[nH]c2=O)c1 | -0.9% | -37.4%[inhibitor] | -11.5% | 8.0% | -6.2% | -6.9% | 3.3%
Cc1ccccc1-c1noc(C23CC4CC(CC(C4)C2)C3)n1 | 5.2% | -11.0% | -3.6% | -3.0%[38.3 µM] | -0.1% | -2.8% | 2.4%
CCCc1cc(O)c2c(C)cc(=O)oc2c1 | -5.5% | 24.5%[10 µM] | 7.7% | -3.9% | 1.3% | -2.1% | ?
CCOc1ccc(CNC(=S)N/N=C/c2ccc(OC)c(OC)c2)cc1 | 1.3% | -15.8%[10 µM] | 7.6% | 0.0% | ? | -1.1% | 19.2%
C=CCNC(=S)NNC(=O)c1ccc(OCC(C)C)cc1 | 6.1% | 16.1% | -0.6% | 26.8%[38.3 µM] | ? | -0.2% | ?
O=C(NC1(C(F)(F)F)N=C2SCCN2C1=O)c1ccccc1 (centres undefined) | -10.1% | 20.5% | -7.9% | -1.8%[38.3 µM] | 0.7% | -9.2% | 9.4%
CCOC(=O)c1c(-c2cccs2)csc1NC(=O)c1ccncc1 | -3.4% | -19.5% | -3.6% | -10.8%[38.3 µM] | -2.2% | 8.8% | -4.0%
O=C(COc1ccc2ccccc2c1)NNC(=O)c1ccc([N+](=O)[O-])cc1 | 40.6%[activator] | -11.3%[10 µM] | -6.4% | -8.5% | 18.3% | 13.4% | -5.6%[9.22 µM]
COc1ccc2cnnc(SCC(=O)Nc3ccccc3)c2c1OC | 0.1% | 10.3%[10 µM] | -10.8% | 0.7% | 9.9% | -2.8% | 2.6%
CCOc1ccc(-c2cn3ccccc3n2)cc1[N+](=O)[O-] | 6.5% | -34.6%[10 µM] | 9.3% | -0.1% | 2.8% | 9.6% | 26.7%
O=C(c1ccc(O)cc1)c1ccc(C(=O)O)c(C(=O)O)c1 | 0.3% | 1.2%[1.9 µM] | -5.8% | 14.3%[38.3 µM] | 3.9% | -5.3% | 4.0%
CC(C)CNS(=O)(=O)c1ccc(CCC(=O)N2CCN(Cc3ccc4c(c3)OCO4)CC2)cc1 | 20.0% | -18.2%[0.074 µM] | -0.5% | 7.0% | -1.8% | -2.5% | 11.2µM*
NC(=O)COC(=O)c1ccccc1Oc1ccccc1 | 3.9% | 4.3% | 0.3% | -2.5% | -5.1% | -2.8% | -12.0%
CC(C)C(=O)Nc1cccc(-c2nc3ccccc3c(=O)o2)c1 | 9.6% | -25.6%[10 µM] | 0.6% | -24.6% | 0.1% | 3.7% | 13.4%
Cc1cc(C)n(-c2ccn(Cc3ccc(Cl)cc3Cl)c(=O)n2)n1 | 2.5% | 3.9% | -1.1% | -0.6%[38.3 µM] | -5.8% | -13.5% | -1.1%
Cc1cccc(-n2c(Cc3cc(=O)[nH]c(=O)[nH]3)nnc2SCC(=O)Nc2cccc(C(F)(F)F)c2)c1 | -0.6% | 18.4% | 1.8% | 1.6% | 1.0% | 3.1% | -18.7%
Cc1cccnc1NC(=O)c1csnn1 | 4.0% | 0.8%[10 µM] | 5.3% | nt | -2.0% | nt | 16.9%[9.22 µM]

Part of the list above in another layout.
Under each structure – RGS12 GoLoco inh, HTT ATP protect, aGlu spleen mod, IMPase Li cell, GAA glycogen mod, GAA inh, HttQ103 aggreg
C=CCNC(=S)NNC(=O)c1ccc(OCC(C)C)cc1
→ 6.1%, 16.1%, -0.6%, 26.8%[38.3 µM], ?, -0.2%, ?
O=C(NC1(C(F)(F)F)N=C2SCCN2C1=O)c1ccccc1 (centres undefined)
→ -10.1%, 20.5%, -7.9%, -1.8%[38.3 µM], 0.7%, -9.2%, 9.4%
CCOC(=O)c1c(-c2cccs2)csc1NC(=O)c1ccncc1
→ -3.4%, -19.5%, -3.6%, -10.8%[38.3 µM], -2.2%, 8.8%, -4.0%
O=C(COc1ccc2ccccc2c1)NNC(=O)c1ccc([N+](=O)[O-])cc1
→ 40.6%[activator], -11.3%[10 µM], -6.4%, -8.5%, 18.3%, 13.4%, -5.6%[9.22 µM]
COc1ccc2cnnc(SCC(=O)Nc3ccccc3)c2c1OC
→ 0.1%, 10.3%[10 µM], -10.8%, 0.7%, 9.9%, -2.8%, 2.6%
CCOc1ccc(-c2cn3ccccc3n2)cc1[N+](=O)[O-]
→ 6.5%, -34.6%[10 µM], 9.3%, -0.1%, 2.8%, 9.6%, 26.7%
O=C(c1ccc(O)cc1)c1ccc(C(=O)O)c(C(=O)O)c1
→ 0.3%, 1.2%[1.9 µM], -5.8%, 14.3%[38.3 µM], 3.9%, -5.3%, 4.0%

This is a subset; count on the stated rates, not on these rows.
